# DT40 TDP1 no CPT: qHTS for Inhibitors of human tyrosyl-DNA phosphodiesterase 1 (TDP1): qHTS in cells in absence of CPT. DT40 Tdp1-/- hTDP1 cells, no CPT, ATP luminescence, 48 h. Potency, µM (doses to about 46.2 µM), without a hit: at the highest dose activity change, negative = growth inhibition, usual class: inhibitors. actives 15% (n = 420,000); active means well fitted inhibition curve with a large enough effect; inconclusive means small, poorly fitted or top-dose-only effect; further: nearly all actives have a fitted effect of over 55% in size
#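 Luminescent ATP content (CellTiter-Glo) served as the growth readout. Knockout chicken DT40 cells expressing human TDP1 were exposed to compounds without camptothecin for a minimum 48 hr at 37 °C.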
# Numbers without * were called inactive; ? = inconclusive. On the % scale 0 is the no-effect control and ±100 the full control effect; potency means the concentration at half of the fitted maximal effect.
molecule	DT40 TDP1 no CPT
CC(C)=CCc1c(-c2ccc(O)cc2O)oc2c3c(cc(O)c2c1=O)OC(C)(C)C=C3	?
COc1ncnc2c1ncn2CCCN1CCN(C(=O)C2CC2)CC1	7.6%
COc1ccc(Cc2c(-c3ccc(F)cc3)nc3c4ccccc4ccn23)c(C)c1	?
Cc1cc(N2CCN(C(=O)c3[nH]c(C(F)(F)F)nc3-c3ccccc3)CC2)c2ccccc2n1	14.6µM*
CC(=O)Nc1cc2c(cc1Cl)-c1ccccc1C2	-23.0%
COc1cc(-c2coc3c(C(=O)NCc4ccc(OC)c(OC)c4)cccc23)ccc1O	4.61µM*
O=C(O)C(SC(C(=O)O)c1ccccc1)c1ccccc1 (configuration not stated)	?
Cc1nc2ccc(Br)cc2c(=O)n1Cc1cccs1	-16.5%
COCCn1c(SCC(=O)Nc2cc(C)on2)nc2c([nH]c3ccccc32)c1=O	?
O=CC(=O)c1ccc(F)cc1	?
Cc1cccc(CNC(=O)c2cnn(-c3ncc(C)c(-c4cccs4)n3)c2C2CC2)n1	-24.1%
CC(C)(C)c1ccc(CC(=O)N2CCC2(C)C(=O)NS(=O)(=O)c2cccc(Cl)c2)cc1 (configuration not stated)	8.8%
Cc1cnc(CNC(=O)c2c3n(c(C)cc2=O)-c2ccccc2SC(c2ccsc2)C3)cn1 (configuration not stated)	-7.4%
C#CCOCCOCCOCCNc1nc(N2CCN(C(=O)Cn3cc(CCO)nn3)CC2)nc(N2CCN(C(=O)Cn3cc(CCCN=C(N)N)nn3)CC2)n1	-0.2%
CCN1C(=O)[C@H]2[C@@H](c3ccc(C(F)(F)F)cc3)N[C@]3(CCCN(CC4CCCCC4)C3=O)[C@H]2C1=O	?
CCOC(=O)Nc1ccc2c(c1)C(=NNC(=S)NC)c1ccccc1-2	3.26µM*
CCN(CC)C(=O)c1cccc(-c2csc(C(C)(O)c3cccc(F)c3)n2)c1 (configuration not stated)	23.1µM*
COc1ccc(CN2C(=O)C(CC(=O)NCc3cccs3)CC(C(=O)N3CCOCC3)=C2C)cc1 (configuration not stated)	-22.8%
COc1ccc(NC(=O)N(C)[C@H]2C[C@H]3c4[nH]c5ccccc5c4CCN3C(=O)[C@H]2[C@H](C)O)cc1	?
COc1ccc(Cl)cc1Cn1c(C)c(C(=O)NCc2cccc(Cl)c2)sc1=O	?
CN(CCc1ccccc1)C(=O)c1cccc(NC(=O)Cc2cccc(NC(=O)C3CCCN(C(=O)C4CC4)C3)c2)c1 (configuration not stated)	?
O=C(NNc1ccc(F)cc1F)c1cccs1	-24.5%
COC1=CC(=O)OC(c2cccc(C(F)(F)F)c2)C1 (configuration not stated)	14.3%
CC1(C(=O)NS(=O)(=O)c2ccccc2Cl)CCN1C(=O)c1cccc(F)c1 (configuration not stated)	-10.8%
O=C(O)c1cc(=O)[nH]c2ccccc12	-14.0%
Cc1ccc([C@H]2C[C@H](O)[C@@H](n3cc(COC(=O)c4ccccc4)nn3)CN2Cc2cccs2)cc1	23.1µM*
Cc1ccc(C)c(CC(=O)N2CCCC(c3cc(C(=O)NCc4ccccc4)no3)C2)c1 (configuration not stated)	?
O=S(=O)(NN=C1CCCCCCC1)c1ccccc1	-23.9%
O=C(CC[C@H]1O[C@@H](n2ccc(=O)[nH]c2=O)[C@H](O)[C@@H]1O)NCCCc1ccccc1	-3.3%
CCOc1cc(C(=O)Nc2ccc(S(=O)(=O)Nc3cnc4ccccc4n3)cc2)cc(OCC)c1OCC	?
O=C(NCC1Cc2cccc(-c3nccs3)c2O1)c1ccnc(Cl)c1 (configuration not stated)	?
O=c1[nH]c(=O)n(C2OC(CO)C(O)C2O)c2c1CCCC2 (configuration not stated)	-2.8%
c1cc(CNCCNCc2ccncc2)ccn1	6.2%
CCc1csc(CNC(=O)C2CCC(=O)N(Cc3cccc(OC)c3)C2)n1 (configuration not stated)	3.2%
Cc1cc(NC(=O)CS(=O)(=O)c2cn(Cc3cccc(Cl)c3)c3ccccc23)no1	20.6µM*
CCCCN(C=O)c1c(CC)nc2c(OCCOc3ccc(F)cc3)cccn12	16.4µM*
CN(Cc1cc(Cl)cc(Cl)c1O)Cc1c(O)ccc2ccccc12	?
COc1cc2ccc(C(C)=O)cc2cc1OC	-12.7%
Cn1c(=O)n(C)c2cc(CNC(=O)[C@H]3O[C@@H](n4cnc5c(N)ncnc54)[C@H](O)[C@@H]3O)ccc21	12.6%
CN1c2ccccc2-c2ccccc2S1(=O)=O	?

# Among those listed so far, these have a Cl atom:
molecule	DT40 TDP1 no CPT
CC(=O)Nc1cc2c(cc1Cl)-c1ccccc1C2	-23.0%
CC(C)(C)c1ccc(CC(=O)N2CCC2(C)C(=O)NS(=O)(=O)c2cccc(Cl)c2)cc1 (configuration not stated)	8.8%
COc1ccc(Cl)cc1Cn1c(C)c(C(=O)NCc2cccc(Cl)c2)sc1=O	?
CC1(C(=O)NS(=O)(=O)c2ccccc2Cl)CCN1C(=O)c1cccc(F)c1 (configuration not stated)	-10.8%
O=C(NCC1Cc2cccc(-c3nccs3)c2O1)c1ccnc(Cl)c1 (configuration not stated)	?
Cc1cc(NC(=O)CS(=O)(=O)c2cn(Cc3cccc(Cl)c3)c3ccccc23)no1	20.6µM*
CN(Cc1cc(Cl)cc(Cl)c1O)Cc1c(O)ccc2ccccc12	?

# More compounds follow.
molecule	DT40 TDP1 no CPT
Cc1cc(C)c(CN2CCN(CCCn3ccc(NC(=O)OCc4ccccc4)nc3=O)CC2)c(C)c1	18.4µM*
CCCc1cc(=O)[nH]c(/N=C(/NC(=O)c2ccccc2)Nc2ccc3c(c2)OCCO3)n1	-24.4%
COc1ccc(NC(=O)c2cc(-c3cc(F)ccc3OC(C)C)n[nH]2)c(OC)c1	?
CC(=O)C1=CCC(c2ccc(Cl)cc2)N(S(=O)(=O)c2ccccc2)C1 (configuration not stated)	18.4µM*
COCCNc1nc(NCCCN(C)C)c2sccc2n1	-13.4%
O=C(NCc1ccccc1)C(c1cc2ccccc2o1)n1c(=O)c(-c2cc3ccccc3[nH]2)nc2ccccc21 (configuration not stated)	?
O=C(CC(O)c1ccncc1)c1ccccc1O (configuration not stated)	?
CCn1c(SCC(=O)N2CCC(C)CC2)nc2c([nH]c3ccccc32)c1=O	?
O=C(Nc1cccc(Cl)c1)ON1CCCCC1	-17.5%
COc1cc(NC(=O)c2cc(-c3ccc(F)cc3OC(C)C)n[nH]2)cc(OC)c1OC	11.6µM*
CC(=O)CSc1nnc(-c2ccc(S(=O)(=O)N3CCC(C)CC3)cc2)o1	-5.8%
CCc1nc2c(OCC3COc4ccccc4O3)cccn2c1N(C)C(=O)c1cccs1 (configuration not stated)	?
ON=Cc1ccnc2ccccc12	?
O=S1(=O)C[C@@H](N2CCN(c3ccccc3)CC2)[C@H](COCc2ccccc2)N1	12.1%
C[C@H]1CN([C@@H](C)CO)C(=O)CCCn2cc(nn2)CO[C@@H]1CN(C)S(=O)(=O)c1cccs1	-1.4%
O=C(/C=C/[C@H]1O[C@@H](n2ccc(=O)[nH]c2=O)[C@H](O)[C@@H]1O)NCC1CCCO1 (some centres not stated)	0.8%
O=C(NCCCN1CCCC1)c1[nH]c(C(F)(F)F)nc1-c1ccccc1	6.5%
CC1(C(=O)O)CCCN1C(=O)c1ccccc1OC(F)(F)F (configuration not stated)	-6.4%
CC(C)N1CCCC(C)(C(=O)Nc2nccc3ccccc23)C1 (configuration not stated)	8.6%
O=C(NCc1cccnc1)c1[nH]c(C(F)(F)F)nc1-c1ccccc1	9.6%
CC(C)(C)NC(=O)C(c1ccc(C(F)(F)F)cc1)n1c(=O)c(-c2ccccc2)nc2ccccc21 (configuration not stated)	?
CCOC(=O)CN1C(=O)S/C(=C\c2ccc(-c3cccc(C(=O)O)c3C)o2)C1=O	-28.0%
Clc1cccc(CNc2ncnc3nc[nH]c23)c1	?
COc1ccc(CN2C(=O)c3ccccc3C2(C)c2nc3ccccc3[nH]2)cc1 (configuration not stated)	-0.2%
CC(=O)Nc1cc(-c2cccc(N)c2)cn2c(-c3ccccc3)cnc12	?
Cc1cccc(C)c1NC(=O)C1c2ccccc2OCC(=O)N1CC(F)(F)F (configuration not stated)	-22.0%
Cc1nc(SCC(=O)N2CCNC2=O)c(C#N)c(C)c1C	-28.7%
Cn1cnc(S(=O)(=O)N2CCCCC2c2cc(C(=O)Nc3ccccc3Cl)no2)c1 (configuration not stated)	-16.5%
CC1(C(=O)Nc2ccc3nc[nH]c3c2)CCN1C(=O)Cc1ccc(-c2ccccc2)cc1 (configuration not stated)	16.4µM*
O=C(O)c1cc([N+](=O)[O-])cc2ccccc12	2.9%
COc1ccccc1CNc1nc2cc(-c3ccccc3C)sc2c(=O)n1C	23.1µM*
O=[N+]([O-])c1ccc2c([N+](=O)[O-])ccc3c2c1CC3	18.4µM*
COc1ccc(S(=O)(=O)N2CCOCC2)cc1NC(=O)c1ccc(S(=O)(=O)N(C)c2ccccc2OC)cc1	?
O=[N+]([O-])c1ccc(C=NNc2ccccc2)cc1	?
O=c1[nH]c2cc(Cl)cc([N+](=O)[O-])c2c2ccc(Cl)cc12	-1.3%
Cc1nc(C(F)(F)F)ccc1C(=O)N1CCC1(C)C(=O)NS(=O)(=O)c1ccc(C#N)cc1 (configuration not stated)	-2.7%
COC(=O)C=C1CCC2C3CCC4=CC(=O)C(Br)CC4(C)C3C(=O)CC12C (configuration not stated)	16.4µM*
O=C(Nc1cc(Cl)cc(Cl)c1)c1cnn2c1NC(=C1CC1)C=C2C(F)F	-19.1%
C=C1CCN([C@@H](CC(C)C)C(=O)NCCC(C)C)S(=O)(=O)c2ccccc21	23.1µM*
CC(C)COC(=O)N(C)C[C@@H]1OCc2cnnn2CCCC(=O)N([C@H](C)CO)C[C@@H]1C	4.7%
O=C(O)CC1CCC1CC(=O)O (configuration not stated)	-1.5%
COc1cc(OC)nc(Nc2nc(CN)cs2)n1	?
Cc1c(C(=O)NC(C)(C)C)sc2ncnc(NCCN(C)C)c12	-19.7%
CCc1nc2ccc(C(=O)Nc3ccc(OC)c(OC)c3)cn2c1N(C)Cc1nccs1	?
C[C@@H]1CN([C@@H](C)CO)S(=O)(=O)c2ccc(Br)cc2O[C@H]1CN(C)C(=O)C1CCC1	16.4µM*
CC(OC(=O)c1cccnc1Cl)C(=O)NC1CCCCC1 (configuration not stated)	0.3%
COc1cccc2c1C(CCCC(=O)O)CCC2 (configuration not stated)	?
Cc1ccc(S(=O)(=O)N(OCc2ccccc2)C(C)C(=O)O)cc1 (configuration not stated)	7.2%
O=C(CCl)N1c2ccccc2Sc2ccc3ccccc3c21	2.31µM*
Clc1ccccc1-c1ccc2nccn2c1	-12.3%
NC(=O)c1cccc(Nc2nc(C(N)C3CCCCC3)cs2)n1 (configuration not stated)	?
Cc1cc2c(c(-c3cnccn3)c1)OC(CNC(=O)c1ccc(-n3nc(C)cc3C)cc1)C2 (configuration not stated)	-16.3%
O=C(O)C(c1ccccc1)C1(O)CCC1 (configuration not stated)	-5.9%
C[C@@H]1CN([C@@H](C)CO)S(=O)(=O)c2ccc(Br)cc2O[C@H]1CN(C)C(=O)Nc1ccc(C(F)(F)F)cc1	?
CC1CCCCC1NC(=O)CSc1ncnc2sccc12 (configuration not stated)	?
CCCCCCCCCCCC[n+]1ccc(/C=C/c2c[nH]c3ccccc23)c2ccccc21	2.24µM*

# Further entries
molecule	DT40 TDP1 no CPT
CCc1ccc(NC(=O)COC(=O)c2ccccc2OCC(=O)N(C)C)cc1	-0.3%
O=[N+]([O-])c1ccc(S(=O)(=O)NCC(c2ccc3c(c2)OCO3)N2CCOCC2)cc1 (configuration not stated)	?
CSCCC(C(=O)Nc1c(C)cccc1C)n1c(-c2cnc(C)cn2)nc2ccccc21 (configuration not stated)	16.4µM*
NC(=O)N1CCN(CCCN2c3ccccc3Sc3cc(Cl)ccc32)CC1	?
O=C(Nc1cccc(-c2nc3ccccc3o2)c1)c1ccc(-c2ccc(Br)cc2)o1	10.3µM*
Cn1c(=O)c2cc(NC(=O)Nc3cccnc3)ccc2n1Cc1ccc(Cl)cc1	?
Cc1noc(C)c1COc1ccccc1C(=O)N1CCN(S(=O)(=O)c2ccccc2Br)CC1	20.6µM*
Cc1ccc(S(=O)(=O)N2[C@H](CC(=O)c3ccc(Cl)c(Cl)c3)OC[C@@H]2C)cc1	?
CC1CCC(NC(=O)c2ccc(Br)o2)CC1 (configuration not stated)	?
COc1ccc(Cl)cc1CC1(C)C(=O)Nc2ccc(-c3ccccc3OC)cc21 (configuration not stated)	11.6µM*
CCCN(C)CCCOc1cc2nc(N3CCCN(C)CC3)nc(NC3CCN(C)CC3)c2cc1OC	12.6µM*
CN(C)c1ccc(-c2ccnc3c2CC(C)(C(=O)NCc2ccncc2)O3)cc1 (configuration not stated)	?
O=C(NC(c1ccc(Cl)cc1)c1cnccn1)C1CCN(Cc2cccc(C(F)(F)F)c2)CC1 (configuration not stated)	8.2µM*

# Sorted by formula weight (largest number first): part of the list above
molecule	DT40 TDP1 no CPT
Cc1noc(C)c1COc1ccccc1C(=O)N1CCN(S(=O)(=O)c2ccccc2Br)CC1	20.6µM*
CCCN(C)CCCOc1cc2nc(N3CCCN(C)CC3)nc(NC3CCN(C)CC3)c2cc1OC	12.6µM*
O=C(NC(c1ccc(Cl)cc1)c1cnccn1)C1CCN(Cc2cccc(C(F)(F)F)c2)CC1 (configuration not stated)	8.2µM*
Cc1ccc(S(=O)(=O)N2[C@H](CC(=O)c3ccc(Cl)c(Cl)c3)OC[C@@H]2C)cc1	?
Cn1c(=O)c2cc(NC(=O)Nc3cccnc3)ccc2n1Cc1ccc(Cl)cc1	?

# Not all compounds are listed (hit frequency here may not be typical).
